Compound activity (PubChem BioAssay)
HCV core dimer: blocks dimerization of HCV core protein; hit rate 0.33% among 300,000; inhibition, % at 5 µM; AID 1899; TR-FRET GST/Flag-core106 dimerization, 1536-well;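 active means inhibition above the mean of all tested compounds plus 3 SD, set per screening campaign, cut at about 45% in these data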
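System: GST/Flag-tagged HCV core106 proteins. Incubation: compound-protein-antibody incubation 4 h at 22.5 °C. Technique: HTRF with 340 nm excitation, 617/671 nm emission. Medium: KF-containing HEPES buffer, pH 7.45, DTT, CHAPS, BSA. Read-out: inhibition (%) from 671 over 617 nm ratio. Also added: Eu(K)-anti-GST 90 ng/mL plus XL665-anti-Flag 1 µg/mL.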
JMJD2C inh: human JMJD2C demethylase inhibition. Q9H3R0. GST-JMJD2C(1-420) H3K9me3 demethylation, DELFIA europium. inhibition, % at 2.35 µM. hit rate 0.069% among 330,000. AID 2099;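 active means more than half of a compound's replicate wells show inhibition beyond 50%, single wells judged on their own value; inconclusive means some, but no more than half, of replicates pass 50% inhibition; inactive means no replicate passes 50% inhibition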;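 further: signal counts dimethyl H3K9 product captured on neutravidin plate; 0% = median of DMSO wells and 100% = 0.3 times that DMSO median; strong numbers were not always called active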
Target sequence (Q9H3R0 1-420 limits assumed): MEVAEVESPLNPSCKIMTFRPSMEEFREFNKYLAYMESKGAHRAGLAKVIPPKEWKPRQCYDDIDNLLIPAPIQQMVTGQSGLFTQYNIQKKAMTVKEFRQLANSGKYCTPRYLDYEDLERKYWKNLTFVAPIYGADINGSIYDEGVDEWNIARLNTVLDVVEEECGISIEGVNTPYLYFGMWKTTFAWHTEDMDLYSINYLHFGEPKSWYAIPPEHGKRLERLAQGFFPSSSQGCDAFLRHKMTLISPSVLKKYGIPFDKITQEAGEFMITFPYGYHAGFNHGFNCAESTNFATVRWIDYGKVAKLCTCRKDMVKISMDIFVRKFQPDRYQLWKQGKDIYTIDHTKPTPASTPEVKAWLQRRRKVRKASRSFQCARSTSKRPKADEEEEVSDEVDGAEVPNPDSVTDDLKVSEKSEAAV
PP1 inh: counter-screen for PP5 inhibitors: inhibitors of human PP1-alpha; P62136; purified PP1alpha, OMFP fluorescence; inhibition, % at 6.7 µM; AID 2235; hit rate 0.9% among 320,000;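 active means inhibition above the mean inhibition of all tested compounds plus 3 SD, computed separately for each screening campaign, cut at about 15% in these data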
Target sequence (P62136 whole entry, looked up): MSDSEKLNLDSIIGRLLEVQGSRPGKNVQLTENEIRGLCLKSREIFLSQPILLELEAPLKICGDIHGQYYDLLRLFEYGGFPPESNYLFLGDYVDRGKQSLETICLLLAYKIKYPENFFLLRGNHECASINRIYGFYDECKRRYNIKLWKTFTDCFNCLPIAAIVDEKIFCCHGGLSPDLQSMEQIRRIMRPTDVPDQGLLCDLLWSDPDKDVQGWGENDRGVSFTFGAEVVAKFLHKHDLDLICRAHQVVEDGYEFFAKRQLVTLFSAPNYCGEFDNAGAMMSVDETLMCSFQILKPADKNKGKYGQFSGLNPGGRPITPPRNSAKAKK
LYPLA2 inh: counter-screen for PME1 inhibitors: inhibitors of human LYPLA2; O95372; recombinant LYPLA2, FP-Rh probe fluorescence polarization; inhibition, % at 5.9 µM; hit rate 0.38% among 320,000;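 active means inhibition above the screen-wide mean plus 3 SD, limit set per campaign, cut at about 26% in these data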;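 further: 0% = LYPLA2 with DMSO and 100% = wells lacking LYPLA2 enzyme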
Target sequence (O95372 whole entry, looked up): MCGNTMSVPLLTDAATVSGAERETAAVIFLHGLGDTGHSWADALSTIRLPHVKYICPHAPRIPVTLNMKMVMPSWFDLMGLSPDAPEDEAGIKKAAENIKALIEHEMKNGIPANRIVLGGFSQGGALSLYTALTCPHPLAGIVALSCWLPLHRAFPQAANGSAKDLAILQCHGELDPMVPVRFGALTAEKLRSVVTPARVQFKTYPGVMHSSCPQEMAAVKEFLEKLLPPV
PP5 primary: inhibitors of human protein phosphatase 5 (PP5); P53041; purified PP5c, OMFP substrate fluorescence; inhibition, % at 6.7 µM; hit rate 0.18% among 320,000; AID 1987;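 active means inhibition above the campaign's mean inhibition across all tested compounds plus 3 SD, cut at about 9.5% in these data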;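 further: 0% = DMSO only and 100% = 100 µM cantharidin control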
Efflux pump inh: antifungal efflux pump inhibition, Nile Red retention; S. cerevisiae Candida pump triplex; inhibition, % at 10 µM; hit rate 0.44% among 330,000;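 active means plate passing quality check with inhibition over a set limit, or well fluorescence over plate mean plus 4 SD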;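 further: Nile Red retained in pooled yeast measured as flow cytometry median fluorescence; 0% = buffer negative control and 100% = Enniatin B positive control; higher means more Nile Red kept so more efflux inhibition; some compounds called inactive have numbers as strong as hits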
PREPL inh: inhibitors of human prolyl oligopeptidase-like enzyme PREPL; Q4J6C6; recombinant PREPL, fluorescence polarization activity-based probe; inhibition, % at 5.96 µM; hit rate 0.68% among 320,000; AID 2751; in the data active means inhibition above about 43%;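 further: 0% = enzyme with DMSO and 100% = wells lacking enzyme; many of its hits are not listed in these tables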
TPT1 inh: inhibitors of Candida albicans tRNA 2'-phosphotransferase TPT1; recombinant caTPT1, FP RNA substrate dephosphorylation; inhibition, % at 5 µM; hit rate 0.81% among 300,000; AID 1962;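 active means inhibition above the mean of all tested compounds plus 3 SD, set per screening campaign, cut at about 24% in these data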;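 further: plate controls were DMSO alone for no effect and ferristatin control at 100 nM for full effect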
Fh CTSL1 inh: blocks F. hepatica cathepsin L1 in PFM18AAP counter-screen; inhibition, % at 5.96 µM; recombinant F. hepatica cathepsin L1, Z-Leu-Arg-MCA fluorescence; hit rate 0.49% among 300,000;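 active means inhibition above the mean of all tested compounds plus 3 SD, set per screening campaign, cut at about 17% in these data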;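 further: 0% = plate median of test compound wells and 100% = 1 µM Z-Phe-Ala-diazomethylketone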
An asterisk follows results filed as active; i = inactive; ? = inconclusive; . = no result given. An excerpt (hit frequency here may not be typical).

SMILES	HCV core dimer	JMJD2C inh	PP1 inh	LYPLA2 inh	PP5 primary	Efflux pump inh	PREPL inh	TPT1 inh	Fh CTSL1 inh
COCC(=O)Nc1nc(-c2ccccc2)c(C)s1	2	-10	1	-4	2.8	0.0	19	-2	4
COC(=O)c1c(NC(C)=O)sc(C(=O)Nc2ccccc2F)c1C	3	-2	-3	-3	-1.5	-0.1	3	1	0
CC(Sc1nnnn1-c1ccccc1)C(=O)NC1CCCC1 (configuration not stated)	.	0	-2	-2	-0.7	0.0	4	.	.
COc1cccc(NC(=O)CSc2nnc(CNC(=O)c3ccccc3F)o2)c1	-4	-1	-2	6	1.4	0.1	6	0	2
COc1cccc(C2=CC(=O)CC(C)(C)C2)n1	2	1	-2	-3	0.2	.	-11	-4	11
Cc1cc(C(=O)NCCc2ccccc2)ccc1[N+](=O)[O-]	-1	0	0	-3	-0.4	0.1	23	1	-5
Cc1cc(=O)cc(C)n1-c1ccc(F)cc1F	-7	20	1	2	0.1	0.0	2	1	-3
CCN(CC)C(=O)C1CCCN(Cc2ccccc2C(F)(F)F)C1 (configuration not stated)	-1	-11	0	1	4.9	0.4	8	-3	-5
Cc1ccc(C(=O)NS(=O)(=O)c2ccc(N=NN(C)C)cc2)cc1	1	6	1	-2	-2.2	-0.2	-2	-2	2
C=CCn1c(CNc2ccc(C)cc2)nnc1SCC(=O)N/N=C/c1ccc(O)cc1O	4	0	5	4	0.8	-0.1	23	-4	7
Cc1ccc[n+](CC(=O)Nc2nc3ccccc3s2)c1	-4	-6	-3	6	1.1	0.1	4	0	5
O=C(O)CCn1c(-c2ccccc2)cc2ccccc21	-1	7	2	0	-2.9	-0.1	-4	0	0
c1ccc(C[n+]2cccc(-c3ccccc3)c2)cc1	-8	1	-2	5	1.4	-0.1	3	-1	0
Cc1[nH]oc(=O)c1N=Nc1ccccc1	0	0	2	2	-0.2	-2.7	4	-4	5
COc1ccc(COC(=O)CCN=C2NS(=O)(=O)c3ccccc32)cc1F	1	7	1	-4	-2.1	0.1	-4	0	-5
O=C(O)CCC(=O)Nc1ccc(C(=O)OCC(=O)c2ccc(Cl)cc2)cc1	-1	0	-7	-1	0.7	-0.1	-10	-2	-2
O=C(/C=C/c1ccccc1)Nc1ccc(CN2CCOCC2)cc1	-4	-15	5	-7	0.2	0.2	-1	-3	0
COc1cccc(C(=O)N2c3ccccc3Sc3ccccc32)c1	6	5	4	3	0.2	0.3	-3	-5	0
CC(C)C(NC(=O)OCc1ccccc1)C(=O)O (configuration not stated)	-5	-6	0	8	1.7	0.1	-6	-4	-5
C/C(=N/NC(=O)CCC(=O)Nc1cccc(Cl)c1)c1ccc(C)cc1	-10	-3	-9	-7	0.3	0.7	13	-1	-1

The list goes on, starting with the last 2 of the part before.
SMILES	HCV core dimer	JMJD2C inh	PP1 inh	LYPLA2 inh	PP5 primary	Efflux pump inh	PREPL inh	TPT1 inh	Fh CTSL1 inh
CC(C)C(NC(=O)OCc1ccccc1)C(=O)O (configuration not stated)	-5	-6	0	8	1.7	0.1	-6	-4	-5
C/C(=N/NC(=O)CCC(=O)Nc1cccc(Cl)c1)c1ccc(C)cc1	-10	-3	-9	-7	0.3	0.7	13	-1	-1
Cc1ccc(SCC(=O)O/N=C(\N)c2cccnc2)cc1	1	30	0	-2	1.7	0.2	0	2	-28
Cc1nc2cc(NC(=O)C3COc4ccccc4O3)ccc2s1 (configuration not stated)	-2	3	-2	-6	3.8	0.1	9	0	5
O=C(CCc1n[nH]c(=O)[nH]c1=O)N/N=C/c1ccco1	17	8	-3	0	0.1	-0.1	-1	1	-2
Cc1ccc(C)c2[nH]c(=O)c(CCNC(=O)c3ccc4c(c3)OCO4)cc12	1	7	-3	3	-0.5	0.0	-2	-2	4
Cc1cc(C(=O)C(=O)N(C)C)c(C)n1-c1ccc(Cl)cc1	6	-11	-2	-4	-1.0	-0.2	0	2	-4
Fc1ccc(C2N(c3ccccc3)C(=S)N3CCCN23)cc1 (configuration not stated)	3	-1	1	-2	-3.2	-0.1	8	4	-1
COC(=O)[C@@]12CCCCN1[C@H](c1ccc(-c3ccc(OC)cc3)cc1)[C@H]1C(=O)N(C)C(=O)[C@H]12	12	-2	0	7	1.0	0.0	4	1	5
CCOC(=O)c1cc(-c2ccc(N3CCOCC3)cc2)nn1-c1ccccc1C(=O)O	22	-1	14	0	-0.2	-0.3	-2	3	2
O=C(CN1CCCCCC1)Nc1ccccc1	-11	0	2	-8	1.8	0.4	11	-4	-2
Clc1ccc(Sc2ccc(/C=N/n3cnnc3)o2)cc1	5	8	7	-5	1.5	-0.1	-9	-3	6
CC(=O)c1c(N)c(C#N)c(C)n1-c1ccc(Br)cc1	-2	6	-6	8	0.7	0.0	5	-3	5
CNc1nc(N)nc(-c2cc(Cl)ccc2OC)n1	-2	-5	-5	2	-2.2	-0.1	-1	-1	-3
COc1ccc(NC(=O)CSc2nc3[nH]ncc3c(=O)n2-c2ccccc2C)cc1OC	-12	0	4	8	5.8	-0.2	8	1	-5
COC(=O)c1cc(Cl)cc(Cl)c1OS(=O)(=O)N(C)C	-7	0	-6	-6	4.0	0.1	2	7	-5
CNC[C@H](O)c1ccc(O)c(O)c1	9	?	0	-3	2.5	0.0	-16	-2	0
Cc1cc(C)c(S(=O)(=O)N(CC(=O)N2CCCC2)C2CCCCC2)c(C)c1	14	2	-1	4	-1.8	0.1	17	0	3
O=C(COC(=O)c1ccc(O)cc1)NC1CCCCCC1	.	4	-6	7	-2.4	-0.1	2	.	.
Nn1c(C2CCC2)nc2cc(Cl)ccc2c1=O	4	2	-2	-2	0.9	0.1	-3	-1	3
COc1ccc(C2C(C(C)=O)=C(O)C(=O)N2Cc2cccnc2)cc1 (configuration not stated)	-9	-12	-5	-3	1.5	-0.1	6	1	-2
O=C(Nc1cccc([N+](=O)[O-])c1)C1C2CC/C=C\CCC21 (configuration not stated)	9	18	0	3	1.6	0.0	4	3	3
COc1ccc(-c2nnc3sc(CN4C(=O)c5ccccc5C4=O)nn23)cc1	1	12	0	-2	1.9	0.2	1	-4	-6
Cc1ccc(NC(=O)Cn2c(=O)c3cccn3c3ccccc32)cc1	7	16	2	-6	-2.4	0.1	17	5	-5
CCCS(=O)(=O)N1CCCC(C(=O)Oc2ccccc2Cl)C1 (configuration not stated)	3	-11	3	0	3.0	0.1	16	1	-9
O=C(CSc1nc(-c2ccncc2)nn1CC(=O)N1CCCCC1)NC1CCCC1	-2	-10	-1	6	1.5	-0.1	15	0	-7
CCS(=O)(=O)C1=NSC2=NC(=O)/C(=C\c3ccc(OS(=O)(=O)c4ccccc4)c(OC)c3)C(=N)N21	23	4	6	1	2.9	-0.2	-4	20	1
CC1(C)OC(C)(C)/C(=C\c2ccc(OCC(N)=O)cc2)C1=O	.	-5	-8	2	-0.7	-0.1	3	.	.
CC(C)(C)c1ccc(NC(=O)COC(=O)C2(C)CC2(Cl)Cl)cc1 (configuration not stated)	2	9	1	-3	4.0	-0.2	10	-2	0
Cn1cnc([N+](=O)[O-])c1C(=O)Nc1cccc([N+](=O)[O-])c1	-3	-2	0	14	-0.1	0.1	7	-2	3
COC(=O)c1ccccc1NC(=O)C1CCCCC1C(=O)O (configuration not stated)	4	i	-1	4	0.1	0.0	-2	1	10
CC1(C(=O)N(c2ccccc2)C(C(=O)NC2CCCC2)c2ccccn2)CC(=O)N=C2C=CC=CN21 (configuration not stated)	-3	.	-2	-6	3.4	0.0	-6	1	1
CC(=O)c1cc2c(cc1NC(=O)CCCC(=O)O)OCO2	-1	2	-2	1	0.6	0.0	0	-1	3
COc1cc2c(=O)n(CCC(=O)NCC3CCCO3)c(=O)n(CC(=O)Nc3ccc(C)cc3)c2cc1OC (configuration not stated)	0	-1	-4	-7	2.5	0.0	-13	4	-2
O=S1(=O)CCN2C=Nc3sc4c(c3C2=N1)CCCC4	-1	10	2	7	-0.5	-0.3	16	-1	-4
Cc1csc(SCC(=O)NCc2ccc3c(c2)OCO3)n1	2	8	1	-1	-3.6	-0.1	-4	1	-1
CC1(C)Cc2c(sc3c2c(=N)n(Cc2ccco2)c(=O)n3Cc2ccc(F)cc2)CO1	23	.	1	-10	3.7	0.1	12	2	3
O=C(NCc1ccccn1)c1ccccc1-c1ccccc1	8	-16	-5	-2	0.9	0.2	1	-1	-3
O=C(Nc1ccc(-c2nnc3n2CCCCC3)cc1)c1ccco1	5	30	-2	1	2.8	0.0	-1	0	1
CCOc1ccc(OCCC(=O)OCC(=O)Nc2cc(S(=O)(=O)N3CCOCC3)ccc2C)cc1	-1	9	0	1	1.0	-0.1	4	1	2
Cc1cc(C)c(O)c(C2(O)C(=O)c3ccccc3C2=O)c1	-2	11	-1	-1	1.5	-0.1	-2	-3	7
O=C(CCc1ccccc1)Nc1ccc(F)cc1F	3	-4	1	4	0.1	0.0	3	1	-1
O=C(/C=C/c1ccc(Cl)c(Cl)c1)Nc1cccnc1	-6	7	-1	-13	1.1	-0.1	-18	1	1
COCCN(C(=O)CNC(=O)c1ccco1)C(C(=O)NC1CCCC1)c1ccccc1 (configuration not stated)	1	-1	-3	8	2.8	-0.1	3	-3	-1
CC1(C)C2C/C(=N\O)C(C)(/[N+]([O-])=C/c3cccc([N+](=O)[O-])c3)CC21 (configuration not stated)	4	76	-2	4	-0.5	-0.5	3	-3	-1
COCCNC(=O)c1ccc(C)cc1C	-1	5	-9	-3	-1.6	-0.2	7	-5	0
O=C(CCCCCn1c(=O)[nH]c2ccccc2c1=O)N1CCN(Cc2ccc3c(c2)OCO3)CC1	7	2	-1	20	1.7	0.0	12	-3	-2
CCCCc1cc(=O)oc2c(C)c(OCC(=O)NCC3CCC(C(=O)O)CC3)ccc12 (configuration not stated)	2	-3	-1	11	1.6	0.1	1	0	3
COC(=O)c1ccccc1Oc1ccc(NC(=O)CCCl)cc1	-3	-2	-1	3	3.2	0.0	-5	-3	-2
Cc1cc(C2=NNC(=NC3CC3)SC2)c(C)n1-c1c(C)n(C)n(-c2ccccc2)c1=O	6	-12	1	0	0.7	0.1	10	5	1
COc1ccc(N(CC(=O)N/N=C(\C)c2cccs2)S(=O)(=O)c2ccccc2)cc1Cl	0	8	0	-1	-0.4	-0.1	1	-1	-2
Cc1cc(C)cc(SCc2noc(C(=O)NCCC(C)C)c2C(=O)NCCC(C)C)c1	-3	-2	-3	-9	1.2	0.1	-1	-1	3
CCC(C)NC(=O)CCC(=O)Nc1ccc2nc(N3CCOCC3)cc(C)c2c1 (configuration not stated)	5	-34	0	-3	1.2	0.1	-2	-1	2
CCc1ccccc1NC(=O)C1CCN(C(=O)c2cccs2)CC1	-1	-17	2	5	2.9	0.1	8	0	0
Cc1ccc(CCNC(=O)c2cc(C)nn2-c2ccccc2)cc1	-3	1	-3	5	0.9	-0.2	9	-1	3
CN(C)c1nc(Oc2ccc(=O)n(-c3ccccc3)n2)nc(N2CCOCC2)n1	1	-28	-2	8	2.2	0.1	-1	-2	2
